Giardia kill – kills Giardia lamblia. Giardia lamblia trophozoite viability. activity change, % at 7.66 µM, hits read low. 340,000 compounds, 0.15% hits. AID 540267; in the data active = activity change below about -80%; inconclusive = between about -30% and that limit;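 also: parasites exposed to compound for two days anaerobically before the ATP read; % is scaled to controls: 0 for no effect and ±100 for the full control effect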
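Luminescence from cellular ATP indicates surviving trophozoites (100 cells/well) following 48 hrs anaerobic compound treatment at 37 deg C; signal develops 15-30 min at room temperature.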
hERG WT inh – inhibitors of human wildtype KCNH2 potassium channel. Q12809. U2OS, BacMam KCNH2, thallium flux FluxOr; active compounds read low. activity change, % at 1.84 µM. 340,000 compounds, 0.37% hits;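 active = maximum activity change below -70%; inconclusive = maximum activity change between -70% and -50%; inactive = maximum activity change above -50%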; also: % is scaled to controls: 0 for no effect and ±100 for the full control effect
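U2OS cells transduced with wild-type KCNH2 virus are loaded with FluxOr dye for 45 min, and thallium flux is measured in kinetic reads before and after stimulation buffer. Rate constants are normalized to DMSO controls.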
USP2a inh – inhibitors of human ubiquitin-specific protease USP2a; O75604; USP2 core, Ub-CHOP2 coupled fluorogenic reporter, 485/531; Potency, µM (doses to about 38.3 µM), for inactives: top-dose activity change, negative = inhibition, hits mostly inhibitors; 330,000 compounds, 0.01% hits; AID 463254;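 also: potency is read from the fitted curve at half-maximal effect; plate controls were DMSO wells for no effect and full inhibition by NEM control for full effect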
Target sequence (O75604 whole entry, looked up): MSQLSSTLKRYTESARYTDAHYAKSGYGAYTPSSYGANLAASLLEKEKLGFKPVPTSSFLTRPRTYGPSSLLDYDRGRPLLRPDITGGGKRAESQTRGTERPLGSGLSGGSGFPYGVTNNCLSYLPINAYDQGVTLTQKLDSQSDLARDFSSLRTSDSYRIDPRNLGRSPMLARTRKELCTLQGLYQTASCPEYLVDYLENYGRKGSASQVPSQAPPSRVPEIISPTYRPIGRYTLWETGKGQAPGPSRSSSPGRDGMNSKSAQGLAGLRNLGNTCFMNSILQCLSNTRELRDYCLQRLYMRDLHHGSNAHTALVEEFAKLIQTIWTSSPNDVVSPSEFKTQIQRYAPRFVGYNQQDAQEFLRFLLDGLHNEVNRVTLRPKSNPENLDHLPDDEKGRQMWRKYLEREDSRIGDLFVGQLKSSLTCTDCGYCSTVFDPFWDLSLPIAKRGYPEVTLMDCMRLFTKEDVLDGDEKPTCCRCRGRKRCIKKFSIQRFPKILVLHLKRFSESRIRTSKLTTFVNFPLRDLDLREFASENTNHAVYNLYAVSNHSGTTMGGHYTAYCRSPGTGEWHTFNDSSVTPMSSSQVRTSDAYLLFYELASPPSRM
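USP2 core (10nM final) preincubated 30min RT with compound in 20mM Tris-HCl pH 8.0, 2mM CaCl2, 2mM beta-mercaptoethanol, 0.05% CHAPS; 25nM Ub-CHOP2 plus 25nM reporter substrate added, fluorescence (Ex485/Em531) read after 60min.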
Menin MLL FP TR – menin-MLL binding inhibition, Texas Red mutant peptide. 270,000 compounds, 0.23% hits. Menin + Texas Red MLL mutant peptide, fluorescence polarization. Potency, µM (titrated, usually from 61.6 µM), inactives show at the highest dose FP activity change, negative = inhibition, usual class: inhibitors. AID 1768. O00255; active = well fitted inhibition curve with a large enough effect in the polarisation, with a control signal flat, not every such curve was filed as active; inconclusive = small, poorly fitted or top-dose-only effect, or effect the other way, or a change in a side signal; inactive = no such curve, though single readings can be large or run the other way; the % refers to the polarisation; also: potency is read from the fitted curve at half-maximal effect; % of control where 0% means no effect; many of its hits are not listed in these tables
MLL CXXC-DNA inh – MLL CXXC-DNA interaction inhibition; Potency, µM (doses to about 115 µM), for the others: top-dose activity change, negative = inhibition, most hits filed as inhibitors; AID 2662; 290,000 compounds, 0.037% hits; Q03164; MLL-CXXC / FITC-HOXA9 DNA fluorescence polarization; active = well fitted inhibition curve with a large enough effect in the polarisation, with a control signal flat, not every such curve was filed as active; inconclusive = small, poorly fitted or top-dose-only effect, or effect the other way, or a change in a side signal; inactive = no such curve, though single readings can be large or run the other way; the % refers to the polarisation; also: potency is read from the fitted curve at half-maximal effect
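Steps: dispense CXXC domain solution (7 uM) → pin compounds or unlabeled HOX-A9 DNA control → 5 min ambient → add FLSN-HOX-A9 solution (50 nM) → spin → 30 min ambient → fluorescence polarization. Tris pH 7.5/NaCl/DTT/BSA buffer.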
TRPV1 ag – agonists of human vanilloid receptor 1 (TRPV1) | Q8NER1 | TRPV1-expressing cells, Fluo-8 calcium influx, agonist mode | activation, % at 8.33 µM | 320,000 compounds, 0.19% hits; in the data active = activation above about 80%; inconclusive = between about 30% and that limit; also: 0% is about no effect
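TRPV1-expressing cells were cultured overnight at 35.5C and loaded with Fluo-8 calcium dye for 40 to 90 min at room temperature. After a 10 s baseline, compound was added and calcium influx was read kinetically for 3 min (ex 480/em 520 nm).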
KCNH2 3.1 block – KCNH2 3.1 (human) potassium channel inhibition; U2OS KCNH2 3.1, thallium flux FluxOr; active compounds read low; activity change, % (tested at about 1.8 µM); 340,000 compounds, 0.95% hits; AID 720553;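 active = maximum activity change below -70%; inconclusive = maximum activity change from -70% to -50%; inactive = maximum activity change above -50%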;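 also: thallium influx rate constant from kinetic fluorescence after stimulation buffer; % is scaled to controls: 0 for no effect and ±100 for the full control effect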
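Normalized rate constant (relative to positive and negative DMSO controls) derived from a 2 min kinetic fluorescence read after stimulation; U2OS cells expressing the 3.1 isoform via virus at 1.77 x 10^8 /mL.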
PKM2 act – activators of human pyruvate kinase M2; purified PKM2, Kinase-Glo ATP luminescence, activation; response scale: 0% is enzyme alone, no compound; Potency, µM (titrated, usually from 57.5 µM), for inactives: at the top dose activation, actives largely listed as activators; 260,000 compounds, 0.34% hits; also: potency is read from the fitted curve at half-maximal effect; % is scaled to controls: 0 for no effect and ±100 for the full control effect; nearly all actives have a fitted effect of over 55% in size
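ATP formation by purified human PK-M2, quantified via coupled luciferase luminescence after 1 h at room temperature with 0.1 mM ADP and 0.5 mM PEP final.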
GALK inhibitor – blocks human galactokinase activity | Potency, µM (top dose mostly 57.5 µM), inactives show top-dose activity change, negative = inhibition, usual class: inhibitors | Purified GALK, Kinase-Glo residual ATP luminescence | AID 1868 | 270,000 compounds, 0.007% hits; also: potency is read from the fitted curve at half-maximal effect; % is scaled to controls: 0 for no effect and ±100 for the full control effect
Target sequence (P51570 whole entry, looked up): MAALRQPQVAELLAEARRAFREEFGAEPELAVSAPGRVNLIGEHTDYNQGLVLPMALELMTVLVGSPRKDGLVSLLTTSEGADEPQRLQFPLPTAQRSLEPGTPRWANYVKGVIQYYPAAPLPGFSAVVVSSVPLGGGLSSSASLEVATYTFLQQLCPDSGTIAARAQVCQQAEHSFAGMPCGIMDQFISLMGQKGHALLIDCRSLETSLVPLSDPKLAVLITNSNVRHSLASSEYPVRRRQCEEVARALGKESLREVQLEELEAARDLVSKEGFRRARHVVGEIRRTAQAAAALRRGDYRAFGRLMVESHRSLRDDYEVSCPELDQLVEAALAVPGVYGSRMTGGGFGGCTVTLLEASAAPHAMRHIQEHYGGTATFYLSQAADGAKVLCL
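Luminescence from leftover ATP (Ultra-Glo luciferase/luciferin) served as read-out after a 1 h room-temperature reaction of 5 nM GALK with 35 uM ATP and 100 uM galactose.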
B2AR arrestin – beta2AR (human) beta-arrestin recruitment activity. beta-arrestin recruitment to beta2AR, cell-based reporter. Potency, µM (titrated, usually from 46.1 µM), inactives show top-dose activation, most hits filed as activators. 330,000 compounds, 0.02% hits. P07550;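 also: potency is read from the fitted curve at half-maximal effect; 0% = DMSO controls and full agonism = EC100 isoproterenol or metaproterenol; nearly all actives have a fitted effect of over 65% in size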
Coupling enz – inhibits coupling enzyme system, counter-screen for aldolase hits. coupling enzyme system counterscreen, AmpLite Red fluorescence. activity change, negative = inhibition, % at 58.2 µM, hits read low. 290,000 compounds, 0.67% hits. AID 2472; in the data active = activity change below about -30%; also: % is scaled to controls: 0 for no effect and ±100 for the full control effect
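Compounds tested against the coupling enzymes alone at 57.5 uM final; readout was AmpLite Red fluorescence (525/598 nm) after 20 min at RT.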
* = called active by the depositor; u = inconclusive; x = no result given; [ ] = another dose, or the depositor's remark. Unless noted, calls follow the shape of the dose curve; as a rule, active = well fitted curve in the direction sought with a large enough effect; inconclusive = small, poorly fitted or top-dose-only effect, or another doubt; inactive = no such curve, though single readings can be large; an effect the other way counts as inactive or inconclusive. This is a subset; the hit share may differ from the screen's.

Screens in order – Giardia kill, hERG WT inh, USP2a inh, Menin MLL FP TR, MLL CXXC-DNA inh, TRPV1 ag, KCNH2 3.1 block, PKM2 act, GALK inhibitor, B2AR arrestin, Coupling enz
[1] CCOc1ccc(CN2CCN(C(=O)c3cccc(F)c3)CC2)cc1
→ 2, 45, 0%, -12%, 6%, 1, -29, 11%, 0%, -0.9%, 0
[2] COc1ccc(-c2oc(=O)c3cc(OC)c(OC)cc3c2C#CCCO)cc1
→ -6, -1, 1%, x, x, x, 10, x, x, 5.7%, x
[3] Fc1ccc(NC(=S)Nc2cc(Cl)ccc2Cl)cc1
→ 10, 10, 0%, 1%, -30%, -2, 6, 1%, 3%, 3.1%, 0
[4] CCCCCCCC(=O)C(C)C(=O)N(C)[C@H](Cc1ccc(OC)cc1)C(=O)N(C)[C@H](C(N)=O)C(C)C (stereo not given in full)
→ 14, -3, -2%, x, x, x, -1, x, x, 0.3%, x
[5] COc1ccc(C(=O)C2CCCN(Cc3c(F)ccc(F)c3F)C2)c(OC)c1 (stereo not given)
→ -17, 19, 2%, u, -5%, 16, -17, -3%[11.5 µM], -1%, -0.1%, -3
[6] NS(=O)(=O)c1ccc(N2CCN(C(=O)c3ccco3)CC2)nc1
→ -1, -4, 2%, x, x, x, 14, x, x, -0.1%, x
[7] Cc1ccccc1S(=O)(=O)Cc1ccc(C(=O)NCc2ccccc2)o1
→ 1, -44, -2%, 1%, 3%, 3, -2, x, 2%, -0.1%, -1
[8] COc1ccc(NC(=O)NCCCCc2ccccc2)c(OC)c1
→ 5, 19, 0%, u, -1%, u, 15, -7%, 5%, -0.9%, -3
[9] Cc1ccc(OC(=O)c2cc(=O)c3ccccc3o2)cc1
→ 12, 0, 1%, -6%, 8%, -5, -10, -3%, 1%, 0.1%, 0
[10] Cc1[nH]c(C)c(S(=O)(=O)Nc2ccccc2)c1C(=O)N1CCCC1
→ 7, -2, 0%, 12%, -6%, -1, -7, x, 5%, 0.1%, -1
[11] CCCCCn1c(SCc2cccc(C)c2)nc2c1c(=O)[nH]c(=O)n2C
→ -5, -15, -8%, x, 0%, 8, 17, 13%, -2%, 0.2%, 0
[12] O=c1[nH]c(C2CCN(S(=O)(=O)c3ccc(S(=O)(=O)NC4CC4)cc3)CC2)nc2c1nnn2Cc1cccc(F)c1
→ 27, 0, -11%, 43%[activator], -12%, -2, 9, x, -1%, -0.5%, 0
[13] COc1ccc(CCNC(=O)/C=C/C(=O)O)cc1
→ -10, -2, 0%, -14%, 4%, 5, 3, -1%, 1%, -0.1%, 3
[14] COc1ccc(-c2cc3nc(CCl)[nH]c(=O)c3s2)cc1
→ u, 1, 1%, 30%[activator], 33%, -4, -9, -36%, 7%, -0.4%, 2
[15] O=C(Cn1nc(-c2ccc(Cl)cc2)c2ccccc2c1=O)Nc1cccnc1
→ -15, 1, -1%, 0%, 7%, 5, 10, -7%, -2%, 0.0%, 2

Later entries
Screens in order – Giardia kill, hERG WT inh, USP2a inh, Menin MLL FP TR, MLL CXXC-DNA inh, TRPV1 ag, KCNH2 3.1 block, PKM2 act, GALK inhibitor, B2AR arrestin, Coupling enz
[16] COc1ccc(NC(=O)c2cccnc2NCCc2ccccc2)cc1
→ 1, 3, -5%, u, -1%, u, -8, -1%, 1%, -0.6%, 3
[17] CCNC(=S)NNC(=O)c1ccccc1Cl
→ 0, 2, -13%, 11%, -19%, 3, -5, 1%, 1%, -1.0%, 2
[18] O=C(O)c1cc2c(cc1NC(=O)c1ccccc1OC(F)F)OCCCO2
→ -7, 26, 0%, 19%, 1%, 1, -15, 1%, 0%, -0.6%, 18
[19] C=CCNC(=O)/C(=C\c1ccc(Br)cc1)NC(=O)c1ccccc1OC
→ 14, -4, 25%, -17%, 23%, 14, 22, -4%, -4%, -0.1%, 0
[20] COc1ccc(NC2CCCN(C(=O)CCc3cccc(F)c3)C2)cc1 (stereo not given)
→ -6, -4, 2%, x, -3%, u, x, 2%, -4%, -0.7%, x
[21] Cc1ccc(Cc2cnc(NC(=O)C3CCCO3)s2)cc1 (stereo not given)
→ -9, 12, 0%, 0%, 0%, 30, -5, 0%, -1%, -0.5%, 0
[22] COC(=O)c1ccccc1S(=O)(=O)C(C)(C)C
→ -16, 5, 1%, 7%, 6%, 0, 3, 19%, -3%, -0.2%, 3
[23] C[C@H](CO)N1C[C@H](C)[C@H](CN(C)S(=O)(=O)c2ccccc2)Oc2ccc(NC(=O)NC3CCCCC3)cc2CC1=O
→ 1, -3, 2%, x, x, x, 11, x, x, -1.2%, x
[24] COc1ccccc1CCC(=O)OCC(=O)Nc1ccc(C)c(S(=O)(=O)N2CCCCC2)c1
→ -23, -3, -1%, x, x, 3, -3, x, x, 0.1%, x
[25] Cc1cccn2cc(CCNC(=O)c3ccc(Br)o3)nc12
→ -30, -3, 0%, -17%, -1%, -1, -9, 1%, 2%, 0.0%, 0
[26] COC(=O)c1ccc(NC(=O)c2ccccc2NS(=O)(=O)c2ccccc2)cc1
→ -12, 5, 1%, u, 7%, 5, 13, -3%, 1%, 0.1%, 7
[27] CS(=O)(=O)N(CC(=O)NCc1ccccc1)c1ccc(Cl)cc1
→ -11, -7, 0%, -1%, -1%, 0, 12, 2%, 5%, -0.4%, 0
[28] O=C1CN(C(=O)COC(=O)CCCOc2ccccc2)c2ccccc2N1
→ 4, -5, 2%, -6%, 5%, -2, -1, -7%, 0%, -0.1%, -2
[29] COc1cccc(OC)c1C(=O)Nc1ccc(N2CCN(C(=O)c3ccco3)CC2)cc1
→ -19, -4, 4%, 22%, -3%, -2, -4, -1%, 1%, 0.2%, 0
[30] Cc1ccc(-c2cc(-c3ccc(C)o3)nc(N)c2C#N)cc1
→ -9, -3, 2%, u, 10%, 22, 13, u, -1%, -0.2%, -5

(continued)
Screens in order – Giardia kill, hERG WT inh, USP2a inh, Menin MLL FP TR, MLL CXXC-DNA inh, TRPV1 ag, KCNH2 3.1 block, PKM2 act, GALK inhibitor, B2AR arrestin, Coupling enz
[31] Cc1ncc(CN2CCC(C(=O)Nc3cccc(-c4cscn4)c3)CC2)cn1
→ -9, -7, 1%, x, 2%, -2, x, 0%, -1%, -0.5%, x
[32] CCOC(=O)C1=C(N)Oc2cc(O)ccc2C1c1ccc(F)cc1F (stereo not given)
→ -13, -8, 5%, u, 0%, u, -2, 0%, -4%, -0.5%, -2
[33] COc1ccc(N2C(=O)C3C(C2=O)C3(c2ccccc2)c2ccccc2)cc1 (stereo not given)
→ 7, -2, 0%, x, -1%, 11, 4, 18%, -1%, -0.1%, 0
[34] CCN(CC(=O)NC1CCS(=O)(=O)C1)C(=O)C(c1ccccc1)c1ccccc1 (stereo not given)
→ -1, -16, 2%, -15%, 1%, -24, -3, -2%, 0%, 0.0%, 3
[35] N#CC1=C(N)N2C(=C(C#N)C13CCN(Cc1ccccc1)CC3)Nc1ccccc12
→ -8, -10, 3%, -13%, -3%, 0, -18, -2%, -3%, u, 1
[36] O=C(Cc1ccccc1F)Nc1nc2ccccc2[nH]1
→ 5, -2, 1%, 15%, -2%, 2, 2, -1%, 1%, 0.0%, -1
[37] Cc1ccc(C)c(S(=O)(=O)Nc2ccc(C(=O)NCC(c3ccco3)N3CCCCC3)cc2)c1 (stereo not given)
→ -24, 37, -2%, -9%, u, -3, -19, 0%, -3%, -1.0%, 0
[38] COc1ccc(CCC(=O)Nc2ccc3c(c2)OCO3)cc1
→ 32[activator], -1, -1%, 2%, 7%, u, 12, -1%, 3%, 0.0%, -2
[39] CC(C)C1Cc2[nH]c(=O)c(C(=O)O)cc2CO1 (stereo not given)
→ -6, 7, 0%, 4%, -1%, -1, 1, -6%, -1%, -0.1%, 1
[40] CC(NC(=O)COc1ccc(/C=N/NC(=O)CO)cc1)c1ccccc1 (stereo not given)
→ 0, -1, 0%, 5%, 11%, 0, 4, 1%[11.5 µM], -9%, -0.3%, 2
[41] COc1ccc(CC(=O)Nc2cccc3ncccc23)cc1OC
→ -8, -17, -9%, -10%, -4%, 5, -1, 7%, 1%, -0.8%, -1
[42] Cc1cc(O)ccc1NC1=CC(=O)CC(C)(C)C1
→ -16, 3, 0%, -10%, 7%, 13, -3, 2%, 1%, -1.4%, -10
[43] O=S1(=O)N=C2CCCN2C(c2ccc(F)cc2)N1 (stereo not given)
→ -8, -4, 2%, 10%, 1%, -4, 7, -15%, 4%, 0.1%, 2
[44] CN(Cc1ccccc1)C(=S)NC(=O)c1cccs1
→ 27, -9, 0%, 13%, -22%, 13, -11, -11%, -3%, -0.6%, 4
[45] CC(=O)C[C@@H](O)CC(=O)[C@H]1OC(=O)CC/C=C\Cc2ccccc21
→ -14, -3, 0%, x, x, -1, 0, x, x, 0.3%, x

Compound activity as filed in PubChem BioAssay.
